# Source: PubChem (several laboratories)
# HIF act: HIF pathway transcriptional activation | U2OS HRE-luciferase reporter, luminescence; normalized: DMSO 0%, desferrioxamine 100% | activation, % at 7.5 µM (by protocol) | 0.32% of 300,000 active;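 active = mean activation of at least 10% of the iron chelator positive control signal, with at least half of replicates also reaching 10%; inconclusive = mean and replicate majority disagree about reaching 10%; inactive = mean and most replicates under 10%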
# HDAC3 inhib: inhibitors of human histone deacetylase 3 | O15379 | recombinant HDAC3, fluorogenic peptide/trypsin coupled, fluorescence | inhibition, % at 8.3 µM | 0.15% of 320,000 active | AID 2718; in the data active = inhibition above about 26%, passing the limit was not always enough; inconclusive = no clear call, values can overlap the other calls
# Target sequence (O15379 whole entry, looked up): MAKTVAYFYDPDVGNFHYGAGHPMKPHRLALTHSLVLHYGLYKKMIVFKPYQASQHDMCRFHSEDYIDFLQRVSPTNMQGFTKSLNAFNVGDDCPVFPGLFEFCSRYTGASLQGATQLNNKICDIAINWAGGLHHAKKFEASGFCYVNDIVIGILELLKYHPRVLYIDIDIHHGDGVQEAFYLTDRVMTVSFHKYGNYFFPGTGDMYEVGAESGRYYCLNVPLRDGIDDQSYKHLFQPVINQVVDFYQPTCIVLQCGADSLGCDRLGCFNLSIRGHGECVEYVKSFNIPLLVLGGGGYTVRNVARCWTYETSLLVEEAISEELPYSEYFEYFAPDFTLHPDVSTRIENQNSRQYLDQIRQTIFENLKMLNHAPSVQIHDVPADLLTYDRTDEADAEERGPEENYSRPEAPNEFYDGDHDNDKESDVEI
# HSF1 inhib: HSF1 inhibition; NIH3T3-HGL HSE-luciferase, MG132-induced, luminescence 8 h; stronger effect = lower value; activity change, negative = inhibition, % at 7.5 µM (by protocol); 0.77% of 300,000 active; AID 2098;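 active = more than half of replicate wells show activity change below -50%, luminescence cut by over half; inconclusive = some wells, but at most half, below -50%; inactive = no replicate well below -50%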;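 also: luciferase reports HSF-1 transcriptional activity via heat shock element; 0% = median of DMSO wells and -100% = zero luminescence signal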
# HSP90 refold inh: blocks HSP90-mediated luciferase refolding in reticulocyte lysate. Rabbit reticulocyte lysate, luciferase refolding luminescence, 3 h. inhibition, % at 5.6 µM. 0.91% of 290,000 active. AID 1789;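 active = inhibition above the screen-wide mean plus 3 SD, computed separately per campaign, cut at about 16% in these data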;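 also: 0% = DMSO wells and 100% = 60 µM geldanamycin wells; inhibitors lower the luminescence because luciferase stays unfolded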
# IEC-6 tox: IEC-6 cytotoxicity, counter-screen for KLF5 inhibitors; luminescence viability; inhibition, % at 5 µM; 0.78% of 290,000 active; in the data active = inhibition above about 22%;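 also: 0% = plate median of test compound wells and 100% = cytotoxic reference compound wells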
# HSF-1 act: increases HSF-1 driven luciferase reporter signal. AID 504408. 1.7% of 300,000 active. NIH3T3-HGL HSF-1 luciferase reporter, MG132, 8 h; 100% = twice DMSO control signal. activation, % at 9 µM;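 active = mean replicate activation of at least 50% with a set share of replicates each reaching 50%; inconclusive = only one of those two conditions met; inactive = mean below 50% and too few replicates reaching it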;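 also: 0% = median of the neutral control wells and 100% = twice that signal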
# AI-2 QS mod: modulates the Vibrio harveyi AI-2 quorum sensing system | AID 2094 | 0.4% of 300,000 active | activity change, % at 7.5 µM | Vibrio harveyi JMH597 AI-2 luminescence/OD600 ratio, 9 h; stronger effect = lower value; strain lacks LuxN and CqsS sensors; 0 = neutral-control median; in the data active = activity change below about -75%, passing the limit was not always enough; inconclusive = no clear call, values can overlap the other calls;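 also: luminescence divided by OD600 gain over 9 h not by final OD600 alone; inactives centre near 13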
# KLF5 inhibitor: kruppel-like factor 5 inhibition | AID 1700 | DLD-1 KLF5 promoter-luciferase reporter, luminescence | 0.23% of 290,000 active | inhibition, % at 5 µM;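 active = inhibition above a per-plate limit of that plate's mean compound inhibition plus 3 SD, cut at about 60% in these data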;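 also: 0% = DMSO wells and 100% = LY294002 at 200 µM; higher means less KLF5 promoter-driven luciferase light; inactives centre near -14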
# Platelet DG rel: modulates dense granule release in human platelets | human platelet-rich plasma, SFLLRN dense granule ATP release, luminescence | inhibition, %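 (compounds screened at 7.5 µM in platelet-rich plasma)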 | 0.22% of 300,000 active;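 active = mean replicate score, as percent of positive control, at or above 50; inconclusive = mean below 50 but at least one replicate at or above 50; inactive = mean and every replicate below 50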
# aSyn UTR inh: 5' untranslated region of α-synuclein, MLPCN primary screen | alpha-synuclein 5'UTR reporter, inhibitor activity | inhibition, % (tested at 7.5 µM) | 0.82% of 300,000 active; in the data active = inhibition above about 60%; inconclusive = no clear call, values can overlap the other calls;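 also: H4 neuroglioblastoma cells stably carrying SNCA 5'UTR luciferase fusion; 0% = DMSO wells and 100% = positive control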
# * marks the source's active call; other numbers are inactive results; ? = inconclusive; . = no result given.
SMILES,HIF act,HDAC3 inhib,HSF1 inhib,HSP90 refold inh,IEC-6 tox,HSF-1 act,AI-2 QS mod,KLF5 inhibitor,Platelet DG rel,aSyn UTR inh
COc1cccc(C(=O)Cn2c(NCCO)nc3ccccc32)c1,0.0,-9,-6,2,-3,-9,8,-13,-4,0
O=C(Oc1ccccc1-c1nnco1)c1ccccc1,0.1,-7,1,-1,1,-4,29,-67,-3,-44
COc1ccc(OCCNC(=O)c2ccccc2OCC(=O)N2CCCCC2)cc1,-0.5,0,7,-4,-4,15,18,-12,4,-3
Cc1cccn2c(=O)c(C(=O)NCCCN3CCCCC3C)c(O)nc12 (stereo not drawn),0.5,-10,0,3,-5,-19,13,-20,5,11
CCOc1cccc(C=Nc2cc(C)cc(C)c2O)c1O,0.1,4,-2,-4,-2,12,2,-6,11,-85
Cc1ccc(C)c(N(C(=O)c2snc(C(N)=O)c2N)C(C(=O)NCC2CCCO2)c2ccc(C)o2)c1 (stereo not drawn),0.3,-2,0,-1,-3,14,15,-12,12,-5
O=C(CSc1nnc(Cc2ccccc2)o1)N1CCCC1,-0.3,9,-2,-1,-2,-15,14,0,-5,-7
O=C(NCCc1ccc(Cl)cc1)C1CCCN1C(=O)Nc1ccc(F)cc1 (stereo not drawn),-2.8,-9,-3,-1,-10,8,16,-33,6,2
OC1CCN(c2ncnc3nc[nH]c23)CC1,0.3,1,-6,0,2,-5,8,-11,-22,7
Cc1ccc(Nc2nc(N/N=C/c3c[nH]c4ccccc34)nc(N3CCOCC3)n2)cc1,0.7,26*,-2,-1,90*,2,34,-30,4,32
Cc1cc(=O)oc2cc(OCC(=O)NC3CCCCC3)ccc12,-0.3,7,-3,-1,-1,22,23,-4,-7,-17
O=C(NN=C1C2CC3CC(C2)CC1C3)c1cccs1,2.6,-8,10,4,-2,10,8,-118,-2,-87
CCN(C(=O)CC(C)C)c1nnc(Cn2nnc3ccccc32)s1,-0.3,1,.,-2,-4,.,18,-17,-5,17
Cc1[nH]c2ccccc2c1/C=N/NC(=O)c1cc(C(C)C)[nH]n1,-0.1,11,2,-3,-1,-11,39,-26,4,7
CCc1ccc(/C=C2/C(=O)N(c3ccccc3)C(=S)N2CC(=O)OC)s1,-2.5,-6,-22,5,-4,-33,14,-19,2,34
Cc1ccc(Nc2c(-c3ccccc3O)nc3cnccn23)cc1,0.5,0,-2,-4,-2,-2,11,-36,-2,-5
O=C(NCc1cccs1)C(=O)NCC(c1ccco1)N1CCN(c2ccccc2)CC1 (stereo not drawn),-0.3,-3,3,-6,0,7,17,4,5,-7
O=C(CN1CCN(c2ccccc2F)CC1)Nc1ccc2c(c1)CCC2,-0.4,2,-3,-2,0,-12,6,-17,-2,23
COc1ccc(OCC(O)CNS(=O)(=O)c2ccc(C)cc2)cc1 (stereo not drawn),-0.1,7,-9,1,0,3,35,-20,-1,5
O=C(Nc1ncc2c(n1)CC(c1cccc(Cl)c1)CC2=O)c1ccco1 (stereo not drawn),-0.3,2,-10,1,0,-5,11,-38,9,8
CC(CCc1ccccc1)NC(=O)C1CCN(S(=O)(=O)c2cnc[nH]2)CC1 (stereo not drawn),-0.6,5,0,2,-4,-23,.,-42,-3,-12
CSc1ccc(/C=N/NC(=O)CNc2ccc3ccccc3c2)cc1,-0.1,-12,3,8,10,16,-8,10,8,-6
N#CC(C#N)=C(Nc1ccc(F)cc1)SCc1cccc(Br)c1,-0.1,-1,19,-3,30*,40,-4,65*,-10,?
CCOC(=O)C1C(=O)NC(SCC(=O)OC)=C(C#N)C1c1ccccc1OCC (stereo not drawn),0.1,-8,7,2,3,6,13,6,1,1
CC(c1ccccc1)n1c(N2CCN(C)CC2)nc2c1c(=O)[nH]c(=O)n2C (stereo not drawn),-35,-4,-3,1,7,5,21,-22,-4,-8
SMILES,HIF act,HDAC3 inhib,HSF1 inhib,HSP90 refold inh,IEC-6 tox,HSF-1 act,AI-2 QS mod,KLF5 inhibitor,Platelet DG rel,aSyn UTR inh
CN1C(=O)/C(=C2/C=Cc3ccccc3N2CCCS(=O)(=O)O)SC1=S,-0.1,6,-2,-1,0,-14,8,-11,5,-2
COc1ccc(-c2cc(C#N)nc(N3CCNCC3)n2)cc1,0.2,2,-2,6,0,2,11,-19,1,6
O=[N+]([O-])c1ccccc1S(=O)(=O)c1ccccc1,-1.6,0,-7,4,7,-8,13,-7,5,-79
Cc1ccc(C)c(NS(=O)(=O)c2ccc(OCC(=O)N3CCCC3)cc2)c1,0.0,-1,2,2,-2,1,13,-77,4,1
CCCCCOc1ccc(C(=O)OCC(=O)Nc2cc(C)c(C)cc2[N+](=O)[O-])cc1,-0.2,1,-6,4,4,11,14,15,-1,-28
CC(C)[C@H](NC(=O)Cc1ccccc1)C(=O)OCc1cc(=O)n2c(n1)sc1ccccc12,0.0,-2,-72*,5,-3,-78,19,-10,-2,9
Cc1ccc(-c2cn3cc(C)ccc3n2)cc1,.,0,.,84*,13,.,7,81*,.,.
COc1cc2c(cc1OC)/C(=C/C(=O)c1ccc(NC(C)=O)cc1)NCC2,-0.4,2,-14,-3,7,-25,7,-3,55*,23
O=C(Nc1ccccc1)OCCOc1ccccc1,3.3,-1,?,-2,1,-60,-56,-155,8,-143
O=[N+]([O-])c1cc(S(=O)(=O)O)cc([N+](=O)[O-])c1NN(c1ccccc1)c1ccccc1,-0.4,3,4,-2,-4,-10,16,-5,-6,3
Cc1ccc(CN2CCNC(=O)C2CC(=O)N(C)Cc2cnccn2)cc1 (stereo not drawn),-0.4,1,-2,-4,1,14,10,-6,1,-5
COc1ccc([N+](=O)[O-])cc1/C=N/NC(=O)CNC(=O)c1cccc(F)c1,-0.6,2,2,-4,-1,20,-35,-12,-50,2
OC1CCCN(Cc2nc(Cc3ccccc3Cl)no2)C1 (stereo not drawn),-0.3,-1,0,-1,-5,6,13,-6,-2,-30
COc1cccc(OCCn2cc(C(C)=O)c3ccccc32)c1,-27,16,-1,0,-2,0,.,-10,-3,-18
S=c1[nH]nc(-c2ccco2)n1/N=C/C=C/c1ccccc1,1.6,2,12,2,1,36,8,-43,-10,-46
CC(=O)Nc1ccccc1OCC(O)CS(=O)(=O)c1ccc(C(F)(F)F)cn1 (stereo not drawn),0.4,-1,-6,5,1,-12,17,-59,0,-3
Cc1c(NC(=S)N/N=C/c2ccc([N+](=O)[O-])cc2O)c(=O)n(-c2ccccc2)n1C,-0.4,5,2,-1,3,-1,41,0,15,11
Cn1ncc(Cl)c1C(=O)N1CCN(c2ccccc2)CC1,-1.3,3,-3,-3,-10,-8,11,-29,3,-3
Cc1ccc(SCC(=O)Nc2ccc3c(c2)OCCO3)cc1,0.7,3,-36,3,-1,-41,12,-36,9,-97
O=C(NC1CC1)C1=C[C@@H](c2ccc(C(F)(F)F)cc2)C[C@@H](OCc2ccc(CO)cc2)O1,-0.1,16,6,.,.,-3,9,.,0,4
Cc1ccc(C)c(N2CCN(S(=O)(=O)c3cc4c(cc3C)NC(=O)CO4)CC2)c1,-0.5,-15,1,6,-8,14,45,-16,-2,14
COc1ccc(C)cc1NC(=O)C1CCN(C(=O)C2CC(=O)N(c3ccc(C)cc3)C2)CC1 (stereo not drawn),0.1,-9,-3,-5,0,2,20,-4,-1,26
N#Cc1ccc(C(=O)N/N=C/c2cn(CC(=O)O)c3ccccc23)c(F)c1,0.1,3,-2,7,7,28,13,-7,-4,-22
Cn1nc(C(F)(F)F)c(C(=O)Nc2ccc(F)cc2F)c1Sc1ccc(Cl)cc1,0.0,8,0,1,4,-7,37,12,3,15
Cc1ccc(SCc2cc(=O)[nH]c(SCC(=O)Nc3cc(Cl)ccc3Cl)n2)cc1,0.0,3,3,3,0,9,5,-16,8,25
SMILES,HIF act,HDAC3 inhib,HSF1 inhib,HSP90 refold inh,IEC-6 tox,HSF-1 act,AI-2 QS mod,KLF5 inhibitor,Platelet DG rel,aSyn UTR inh
Cc1cc(S(=O)(=O)n2[nH]c(=O)c(CCO)c2C)c(Cl)cc1Cl,-0.2,.,-2,1,6,7,13,-27,-1,-15
O=C1CC(Sc2ncccc2C(=O)O)C(=O)N1 (stereo not drawn),0.8,5,-2,-1,1,17,-3,-12,0,0
COc1cccc(C(C#N)N2N=C(C)CC2(C)C)c1O (stereo not drawn),-0.2,-2,18,-4,-2,30,5,-27,-1,3
COc1ccc2cc(CN(CCO)C(=O)c3ccc(Br)cc3)c(=O)[nH]c2c1,-0.2,.,1,-3,-4,17,26,0,13,16
COc1ccccc1/C=C(\NC(=O)c1cccc(C)c1)C(=O)Nc1ccccn1,1.2,-3,-3,0,3,-1,22,-30,.,4
Cc1ccc2nc(-c3ccc(NC(=O)COC(=O)c4cncc(Br)c4)cc3)sc2c1,0.8,.,-23,0,1,-38,10,-166,1,-11
O=C1Nc2ccc(Br)cc2C1=Nc1ccc(-c2nnc3n2CCCCC3)cc1,0.0,.,0,3,5,-12,9,4,3,22
COc1ccc(C(C#N)Nc2ccccc2OC)cc1 (stereo not drawn),-0.1,0,4,-3,-2,3,9,-26,1,-15
O=C(NNS(=O)(=O)c1ccc(Cl)cc1Cl)c1cc2ncc(C(F)(F)F)cc2s1,0.1,10,0,-1,-3,-5,10,-20,-4,-2
Cc1ccc(OCC(=O)N2c3ccccc3NC(=O)C2(C)C)c([N+](=O)[O-])n1,-0.4,4,7,-3,2,5,-1,-17,-3,8
CC(C)CC(NC(=O)OC(C)(C)C)c1cn([C@@H](Cc2cc3ccccc3[nH]2)C(=O)N2CCN(C(=O)OC(C)(C)C)CC2)nn1 (stereo partly drawn),0.0,-6,1,3,8,13,82,-7,5,16
CC(NC(=O)c1ccccc1F)c1nnc(SCC(=O)Nc2nnc(C3CC3)s2)n1C (stereo not drawn),-0.1,.,-2,.,.,3,16,.,19,9
O=C(CCn1c(=O)sc2ccccc21)NCCC1=CCCCC1,-0.6,0,4,.,.,36,2,.,-4,2
O=C(NCCc1ccc(Cl)cc1)c1cc(-c2ccccn2)nc2ccccc12,-0.4,-8,17,2,4,4,25,-7,7,-31
COc1ccccc1NC(=O)CC(NCc1ccccc1)C(=O)O (stereo not drawn),-0.4,3,-3,3,-1,-14,17,-35,5,5
S=C(NCCc1ccccc1)N/N=C/c1cccs1,4.5,-1,33,.,.,44,12,.,-1,-53
CC(=O)c1cccc(NC(=S)NC(=O)c2ccccc2Br)c1,0.3,9,-6,-1,4,10,9,-51,1,-33
Cc1ccc(C2CC(=O)Nc3cc4c(cc32)OCO4)o1 (stereo not drawn),1.4,-4,-7,3,2,-9,28,-20,0,3
CCOc1ccc2sc(NS(=O)(=O)c3ccc(OC)c(OC)c3)nc2c1,0.3,-4,32,-1,-4,64*,22,-8,-3,-7
Cn1cnnc1SCC(=O)N1N=C2/C(=C/c3ccco3)CCCC2C1c1ccco1 (stereo not drawn),-0.1,5,-7,6,7,-13,27,-26,2,17
CN(NC(=O)c1ccccc1)C1=NS(=O)(=O)c2ccccc21,-0.2,17,4,2,7,-4,31,-4,1,5
CCOC(=O)c1cnc(-n2nc(C)cc2C)nc1Nc1cccc(C(=O)O)c1,-0.1,6,-18,2,0,-19,36,11,10,-29
